Assay outcomes (PubChem)
ERp5 block = inhibitors of ERp5-driven insulin aggregation, primary screen, biochemical, turbidity, absorbance 650 nm, single point. Protein disulfide-isomerase A6 (Homo sapiens), Q15084. 90 min. inhibition, % at 9.99 µM. 0.05% of 350,000 active. AID 651711, 2012;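 active means mean replicate inhibition above about 25%, with every replicate also reaching it, limit read from the data, passing the limit was not always enough; inconclusive means only one of those two criteria met; inactive means neither criterion met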
E-selectin induc = E-selectin induction in HUVECs, primary screen, imaging, HUVEC, immunofluorescence imaging, single point; P16581; normalized: neutral wells 0, TNF-alpha wells 100; activation, % at 7.58 µM; 0.37% of 260,000 active;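 active means mean E-selectin-positive cell signal at least 10% of the positive control, reached in at least 60% of replicates, without over 20% cell loss; inconclusive means no rule given, readout overlaps actives, possibly toxicity-flagged; inactive means the rest, including those meeting only one limit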;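 further: in these data hits start at about 27%; measured in HUVEC primary endothelial cells; signal is the percent of cells scored E-selectin positive by PE staining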
Target sequence (P16581 whole entry, looked up): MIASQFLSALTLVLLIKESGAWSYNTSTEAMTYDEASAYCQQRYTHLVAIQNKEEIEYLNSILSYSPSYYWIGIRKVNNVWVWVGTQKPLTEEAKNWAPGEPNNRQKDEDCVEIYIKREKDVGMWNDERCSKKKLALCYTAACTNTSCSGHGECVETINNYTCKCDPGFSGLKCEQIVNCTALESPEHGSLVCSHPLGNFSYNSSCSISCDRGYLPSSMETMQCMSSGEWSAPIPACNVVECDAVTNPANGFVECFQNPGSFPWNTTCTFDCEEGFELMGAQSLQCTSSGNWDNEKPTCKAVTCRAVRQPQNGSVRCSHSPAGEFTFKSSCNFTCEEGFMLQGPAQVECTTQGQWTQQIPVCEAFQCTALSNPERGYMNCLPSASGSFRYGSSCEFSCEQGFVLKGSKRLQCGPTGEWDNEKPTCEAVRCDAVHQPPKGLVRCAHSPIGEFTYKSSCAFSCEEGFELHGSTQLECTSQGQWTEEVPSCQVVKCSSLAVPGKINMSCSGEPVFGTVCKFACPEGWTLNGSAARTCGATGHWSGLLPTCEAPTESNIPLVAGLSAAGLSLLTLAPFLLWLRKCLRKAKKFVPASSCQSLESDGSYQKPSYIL
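material = human umbilical vein endothelial cells (HUVEC), E-selectin induction | quantity = 3,000 cells/well | medium = EGM-2 growth medium on 0.1% gelatin-coated wells | technique = immunofluorescence imaging | read-out basis = % PE-positive cells | control set = TNF-alpha positive control, DMSO neutral control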
RAD54 branch = inhibitors of human RAD54 branch migration, primary screen, biochemical, fluorescence, single point | DNA repair and recombination protein RAD54-like (Homo sapiens), Q92698 | RAD54 Holliday junction branch migration, FAM/BHQ fluorescence | inhibition, % at 10.4 µM | 0.14% of 360,000 active | AID 602329, 2012;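 active means mean normalized replicate activity at least 40 and at least half of replicates scoring 40 or more; inconclusive means only one of the two criteria met; inactive means mean below 40 and under half of replicates reaching 40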;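 further: 0% = median of neutral control wells and 100% = median of positive control wells; inhibitors cause a drop in the FAM fluorescence signal; in these data hits start at about 50%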
ERAP1 inh = human ERAP1 aminopeptidase inhibitors, primary screen, biochemical, single point, plate reader; Endoplasmic reticulum aminopeptidase 1 (Homo sapiens), Q9NZ08; inhibition, % at 10.7 µM; 0.15% of 340,000 active; recombinant ERAP1, Leu-AMC fluorescence, 60 min;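 active means mean replicate inhibition of at least 30%, or all replicates individually reaching that 30% level; inactive means mean below 30% and not every replicate reaching it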;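 further: 0% = neutral control wells and 100% = L-leucinethiol positive control wells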
RAD52 inh = RAD52 DNA annealing inhibitors, primary screen, biochemical, FRET, single point, set 2 | AID 651710, 2012 | 0.46% of 360,000 active | DNA repair protein RAD52 homolog (Homo sapiens), P43351 | recombinant RAD52 DNA annealing, FRET fluorescence | inhibition, % at 18.7 µM;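 active means every replicate showing at least 50% inhibition; inconclusive means mean inhibition at least 50% but not in every replicate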
Target sequence (P43351 whole entry, looked up): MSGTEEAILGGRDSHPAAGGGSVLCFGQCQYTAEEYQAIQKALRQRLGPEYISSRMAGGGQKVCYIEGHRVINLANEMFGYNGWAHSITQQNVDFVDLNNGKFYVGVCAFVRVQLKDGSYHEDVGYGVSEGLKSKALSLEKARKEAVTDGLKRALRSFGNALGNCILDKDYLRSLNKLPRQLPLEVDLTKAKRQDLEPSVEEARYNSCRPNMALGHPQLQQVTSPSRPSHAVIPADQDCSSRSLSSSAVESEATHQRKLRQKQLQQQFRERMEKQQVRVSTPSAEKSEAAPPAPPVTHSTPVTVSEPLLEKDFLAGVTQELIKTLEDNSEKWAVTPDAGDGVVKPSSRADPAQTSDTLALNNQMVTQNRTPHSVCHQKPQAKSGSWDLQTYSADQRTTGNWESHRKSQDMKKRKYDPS
S100A4 MyoIIA = inhibitors of S100A4-myosin IIA peptide binding, primary screen, biochemical, fluorescence polarization, TAMRA-MyoIIA peptide | Protein S100-A4 (Homo sapiens), P26447 | inhibition, % at 10.7 µM | 0.14% of 360,000 active | AID 652163, 2013;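 active means mean inhibition of at least 70% across replicates, with every replicate also reaching that level; inconclusive means mean inhibition reaches 70% but some replicates fall short; inactive means mean inhibition below 70%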
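Assay system: human S100A4 monomer with TAMRA-labelled myosin IIA peptide / Buffer or medium: Calcium-containing HEPES buffer, pH 7.2 / Reagent: TAMRA-labelled myosin IIA heavy-chain peptide probe, 5 nM / Compound: one dose per compound / Timing: polarization read 5 min after assay mix addition, stable 5–60 min / Benchmarks: neutral control DMSO, positive control TFP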
Xi reactivation = activators of inactive X chromosome reactivation, primary screen, imaging, XiGFP fibroblasts, GFP high-content imaging, set 2; XiGFP mouse fibroblasts, % GFP-positive cells imaging, 3 d; cells co-treated with 5-aza-dC sensitizer; scaled so ellipticine positive control = 100%; activation, % at 7.58 µM; 0.055% of 360,000 active; AID 743238, 2013;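 active means mean normalized replicate activation at least 10% and every replicate at or above 10%; inconclusive means only one of the two criteria met; inactive means mean below 10% and not all replicates reach 10%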;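 further: 0% = median of on-plate neutral control wells and 100% = ellipticine 6 µM median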
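material = 68-5-11 XiGFP fibroblast line | medium = DMEM plus 5-aza-dC sensitizer | schedule = 3 days compound exposure | benchmarks = positive control ellipticine, 6 µM final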
esBAF inh = Bmi1 luciferase reporter increase in mESCs, primary screen, esBAF inhibitor project, mouse ES cells, Bmi1 luciferase knock-in, single point | 24 h; 100% = twice the neutral-well signal | reporter increase, % at 12.5 µM | 2% of 350,000 active | AID 602393, 2012; in the data active means activation above about 40%; inconclusive means no clear call, values can overlap the other calls;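 further: 0% = median of the plate's neutral control wells and 100% = double that signal; a rise in the Bmi1 reporter signal indicates esBAF inhibition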
An asterisk follows results filed as active; ? = inconclusive; nt = not tested or not shown; & = joins results of further samples.

SMILES | ERp5 block | E-selectin induc | RAD54 branch | ERAP1 inh | RAD52 inh | S100A4 MyoIIA | Xi reactivation | esBAF inh
Cc1ccccc1Nc1nc(N)nc(COC(=O)[C@@H](NC(=O)c2ccccc2Cl)C(C)C)n1 | 7.9 | nt | -1.8 | 3.9 | -13.9 | 7.1 | -0.1 | nt
C[C@@H]1CN([C@H](C)CO)S(=O)(=O)c2ccc(C#CC3(O)CCCC3)cc2O[C@@H]1CN(C)C(=O)c1cccnc1 | 3.4 | nt | 10.7 | -1.1 | -3.7 | 3.0 | 0.4 | 9.9
C[C@@H]1CCCCO[C@@H](CN(C)Cc2ccc(C(F)(F)F)cc2)[C@@H](C)CN([C@@H](C)CO)C(=O)c2cc(NS(=O)(=O)c3ccc(F)cc3)ccc2O1 | -7.5 | -0.3 | 7.1 | 0.5 | -41.8 | -32.2 | 0.3 | -0.4
Cc1c(C(=O)NCC2CCCO2)oc2ccc(Br)cc12 (configuration not stated) | -6.9 | nt | -20.0 | -2.6 | -5.2 | -9.2 | 0.6 | nt
CCN(CC(=O)NCc1cccs1)C(=O)c1ccc(S(=O)(=O)Nc2ccccc2OC)cc1 | -5.2 | 0.0 | 7.4 | 1.0 | -8.8 | -2.3 | 0.2 | 10.1
CC(C)(C)n1nc2c(c1NC(=O)c1c(F)cccc1F)CS(=O)(=O)C2 | 3.8 | nt | -2.6 | 1.0 | -9.0 | -0.8 | 0.0 | -8.4
COc1ccc(NC(=O)N(C)C[C@H]2Oc3ncc(C#C[C@H](C)O)cc3C(=O)N([C@@H](C)CO)C[C@@H]2C)cc1 | 3.5 | -0.3 | -4.7 | 2.6 | 1.0 | -13.3 | 0.7 | -1.0
CCOC(=O)N1CCN(c2nc3ccccc3nc2C(C#N)C(=O)NCCc2ccccc2)CC1 (configuration not stated) | -1.6 | nt | -3.0 | 0.5 | -47.7 | 8.4 | nt | -0.2
COc1cc(C(=O)NCCc2c[nH]c3ccccc23)ccc1OCc1c(C)noc1C | 1.4 | -0.2 | 5.9 | -2.6 | -42.7 | -10.2 | -0.1 | -6.6
Cc1c(CC(=O)N2CCN(C(=O)C3COc4ccccc4O3)CC2)c(=O)oc2c(O)c(O)ccc12 (configuration not stated) | -0.3 | nt | 0.3 | -0.6 | -4.8 | -2.3 | 0.2 | -2.0
Cc1ccc(S(=O)(=O)N(C)C[C@H]2OCCCC[C@H](C)Oc3ccc(NC(=O)Cc4ccccc4)cc3C(=O)N([C@H](C)CO)C[C@@H]2C)cc1 | 1.4 | nt | 1.5 | 0.3 | -21.6 | -1.1 | 0.8 | -3.5
COc1ccccc1NC(=O)N[C@H]1C=C[C@@H](CC(=O)N[C@@H](C)c2ccccc2)O[C@@H]1CO | -0.4 | 0.6 | -8.5 | -1.0 | -10.8 | -6.2 | ? | -1.1
COc1ccnc(-n2cccc2/C=N/O)c1C#N | 0.8 | ? | nt | 1.4 | -8.5 | 1.1 | 4.6 | nt
O=C(NCCCN1CCCC1=O)c1csc2ccccc12 | 1.9 | nt | -6.8 | 2.6 | 0.1 | 2.1 | nt | 9.2
CCCN1[C@H](C(=O)N2CCOCC2)[C@@H](CO)[C@@H]2Cn3c(ccc(-c4ccccc4F)c3=O)[C@@H]21 | 5.3 | -0.2 | -9.6 | -0.6 | 6.8 | 0.3 | 0.1 | 0.9
COCCn1c(=NC(=O)CCS(=O)(=O)c2ccccc2)sc2cc(C(=O)OC)ccc21 | -0.2 | -0.2 | -4.0 | 0.5 | -9.8 | 2.9 | 0.0 | -5.4
COCCNc1nc2nonc2nc1N1C[C@H]2CC[C@H]1C2 | -2.4 | nt | -4.8 | -2.3 | -13.4 | -0.2 | 0.0 | 0.9
Cc1nc(NCc2ccccc2)sc1C(=O)Nc1ccccc1 | -1.1 | -0.1 | -6.0 | 0.3 | 2.6 | -1.4 | 0.6 | 59.0*
CO[C@@H]1CN(C)C(=O)c2cc(NS(C)(=O)=O)ccc2OC[C@H](C)N(C(=O)C2CCOCC2)C[C@H]1C | -3.6 | 0.1 | -1.6 | -1.2 | -6.8 | -0.2 | 0.2 | 1.9
Cc1cc2ccccc2nc1-c1ccccc1F | 6.1 | 0.0 | nt | 1.4 | -3.5 | 3.6 | 0.0 | nt
O=C(NC(=O)c1ccccc1)OCC1CCCN2CCCCC12 (configuration not stated) | -1.3 | 0.0 | -2.5 | 1.2 | -12.3 | 5.1 | 0.0 | 0.7
COc1cccc(CN2C[C@@H]3N[C@H](C2)C3c2ccc(-c3cccc(C#N)c3)cc2)c1 (some centres not stated) | 5.1&-1.4 | 0.0&0.0 | nt | -0.8&0.1 | 55.1* | 8.5&23.2 | 0.0&0.0 | nt
Cn1sc2ccccc2c1=O | 3.0 | -1.1 | 4.4 | 5.5 | -3.5 | -5.6 | 0.7 | -4.0
NC(=O)C(CCCCN1CCCCC1)(c1ccccc1)c1ccccc1 | -7.4 | nt | -3.7 | 0.0 | -7.6 | 3.0 | -0.1 | nt
CCN(CC)c1nc2c(c(=O)n(C)c(=O)n2C)n1CCCc1ccccc1 | 0.8 | 0.0 | 3.0 | nt | -22.9 | -2.5 | 0.1 | -1.0
N/C(Cn1cncn1)=N\NC(=O)C(=O)Nc1ccc(Cl)cc1Cl | -1.0 | nt | nt | -2.2 | -13.2 | 0.5 | 0.0 | nt
O=[N+]([O-])c1ccc(CSc2ccc(S(=O)(=O)N3CCCCC3)cn2)cc1 | -6.6 | -0.2 | nt | -5.7 | -17.2 | 4.5 | -0.1 | -4.0
Cc1ccc(-c2nc(P(=O)(c3ccccc3)c3ccccc3)c(N3CCOCC3)o2)cc1 | 2.5 | nt | nt | -0.8 | -4.8 | 0.1 | 0.4 | nt
Cc1cc(=O)n(Nc2ccccc2)c(O)c1C#N | 0.1 | 2.6 | -17.5 | 2.2 | -61.2 | -6.8 | 0.0 | -2.1
O=C(NC1CCCCC1)N[C@@H]1C=C[C@@H](CC(=O)N2CCOCC2)O[C@@H]1CO | 4.8 | 0.3 | -0.6 | -1.5 | 1.8 | -2.6 | -0.2 | -2.4
CC(=O)c1ccc2noc(-c3ccc(Cl)cc3)c2c1 | -1.9 | nt | nt | 1.6 | -11.6 | -0.6 | 0.0 | -5.7
COc1ccc2c3c(n(C)c2c1)[C@@H](CO)NCC31CCN(C(=O)Nc2ccc3c(c2)OCO3)CC1 | -1.4 | 0.8 | nt | -1.8 | 18.4 | 7.3 | 0.0 | nt
Cc1cc(Br)ccc1NC(=O)CN(C)C(=O)C1CCN(C(=O)c2ccc(F)cc2)CC1 | -1.6 | -1.2 | -0.2 | -3.0 | -6.3 | -1.7 | 0.0 | -5.8
CC(C)NC(=O)N1[C@H](CO)[C@@H]2c3ccccc3N(C(=O)c3ccncc3)C[C@@H]21 | -0.2 | -0.3 | -4.3 | 5.2 | -63.3 | 12.8 | 0.0 | -5.8
CC(NC(=O)CN1CCN(c2cccc(Cl)c2)CC1)c1ccccc1 (configuration not stated) | -3.0 | nt | -7.2 | -2.6 | -4.3 | 2.9 | 0.0 | 4.4
COc1cccc(N=CC2=C(O)CCCC2=O)c1 | -0.5 | nt | nt | -1.5 | -9.3 | 3.2 | 0.0 | nt
Cc1ccc(C(C(=O)NC2CCCC2)N(C(=O)c2csnn2)c2cccc(F)c2)o1 (configuration not stated) | 5.3 | nt | -8.4 | -0.8 | -9.6 | 2.1 | 0.1 | 1.1
CSc1cccc(NC(=O)c2sc3nc4n(c(=O)c3c2C)CCC4)c1 | 2.4 | nt | -2.9 | 0.2 | -6.1 | -0.3 | 0.0 | 53.7*
COc1ccc(NC(=O)/C=C/C(=O)O)c(OC)c1 | -2.3 | 1.5 | -5.0 | 0.8 | -8.8 | -9.9 | 0.1 | nt
c1csc(-c2nnc(COc3ncnc4sccc34)o2)c1 | 2.9 | nt | -5.5 | 1.8 | -18.1 | -0.8 | 0.2 | 2.4
CC(=O)CC(=O)Nc1nc(C)cc(C)n1 | 4.4 | nt | nt | -2.1 | -24.2 | -0.5 | 0.0 | nt
CC(C)(C)C(=O)O/N=C(\N)COc1cccc(Cl)c1 | -1.3 | nt | nt | nt | -6.3 | -0.8 | 0.1 | 81.1*
O=C(c1cnccn1)N1CC(=O)N2[C@H](CO)[C@@H](c3ccc(C4=CCCCC4)cc3)[C@@H]2C1 | -4.1 | -0.2 | nt | -0.7 | -16.2 | -20.7 | -0.1 | nt
CCOC(=O)N1CCN(C(=O)c2c(Cl)cnn2C)CC1 | 10.2 | nt | -0.9 | -1.6 | -3.3 | -5.3 | -0.1 | 10.9
CCOC(=O)C1CCCN(C(=O)C2CCN(Cc3nc(-c4ccc(Cl)cc4)oc3C)CC2)C1 (configuration not stated) | -3.8 | 0.1 | nt | nt | -29.1 | 7.4 | -0.2 | -2.4
CC(=Cc1cccs1)C(=O)c1ccccc1 | 5.4 | 0.3 | nt | -3.0 | -18.7 | 2.4 | 0.3 | nt
C[C@H]1CN([C@@H](C)CO)C(=O)c2cccc(NC(=O)Nc3ccc4c(c3)OCO4)c2O[C@H]1CN(C)C(=O)Nc1ccc2c(c1)OCO2 | -7.5 | -0.2 | 0.5 | 2.3 | 8.2 | 9.2 | 0.1 | 21.4
CN1CN(C)c2ccc([N+](=O)[O-])c3cccc1c23 | 2.8 | 0.4 | 4.7 | -3.6 | -9.6 | 4.1 | 0.0 | -4.2
Cc1cc(C(=O)O[C@H]2[C@H](C)NS(=O)(=O)[C@H]3C[C@@H]4C=C[C@]23O4)cc([N+](=O)[O-])c1 | 1.4 | -0.1 | -9.1 | 1.2 | -14.8 | -6.7 | 0.1 | -0.8
C[C@@H]1CN([C@H](C)CO)C(=O)Cc2cc(NS(=O)(=O)c3ccc(F)cc3)ccc2O[C@@H]1CN(C)C(=O)Nc1ccc(F)cc1 | -5.3 | -0.6 | -11.9 | -3.5 | 10.7 | 3.9 | 1.9 | 1.0
CN1CCN(C(=O)C(=O)c2cn(CC(=O)N3CCOCC3)c3ccccc23)CC1 | 3.1 | -0.1 | 5.6 | -2.6 | 12.5 | -4.1 | -0.1 | -5.2
Cc1ccc(OCc2ccc(C(=O)Nc3cc(C)on3)o2)c([N+](=O)[O-])c1 | -4.0 | 0.2 | -9.0 | 3.4 | -12.4 | 1.8 | 0.1 | -7.8
